Screens from PubChem BioAssay.
mcGAS lum – blocks mouse cGAS activity. inhibition, % at 12.5 µM. AID 1259399. recombinant cGAS, Kinase-Glo ATP depletion luminescence. Q8C6L5. hit rate 0.15% among 160,000;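 also: 0% = negative control wells and 100% = reference inhibitor with no enzyme activity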
hcGAS lum – human cGAS inhibition | Q8N884 | recombinant h-cGAS, ATP depletion, Kinase-Glo luminescence | inhibition, % at 12.5 µM | hit rate 0.081% among 290,000 | AID 1259398;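 also: 0% = vehicle reaction and 100% = reaction without DNA for no activity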
Target sequence (Q8N884 whole entry, looked up): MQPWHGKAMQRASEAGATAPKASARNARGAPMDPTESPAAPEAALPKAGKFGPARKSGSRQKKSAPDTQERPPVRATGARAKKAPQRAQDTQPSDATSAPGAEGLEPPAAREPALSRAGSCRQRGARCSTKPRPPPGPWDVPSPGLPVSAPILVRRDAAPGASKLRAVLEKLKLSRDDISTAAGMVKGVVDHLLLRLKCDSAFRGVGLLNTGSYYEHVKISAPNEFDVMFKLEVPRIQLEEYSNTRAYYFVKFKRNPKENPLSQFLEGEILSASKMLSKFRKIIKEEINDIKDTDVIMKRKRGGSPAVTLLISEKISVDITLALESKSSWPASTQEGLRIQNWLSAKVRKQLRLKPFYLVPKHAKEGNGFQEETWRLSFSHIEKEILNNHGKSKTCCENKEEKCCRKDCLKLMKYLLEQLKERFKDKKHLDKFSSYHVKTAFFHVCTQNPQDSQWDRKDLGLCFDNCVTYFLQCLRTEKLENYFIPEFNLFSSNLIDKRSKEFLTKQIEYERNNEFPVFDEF
NPYLR7 ag – activates Aedes aegypti NPYLR7 receptor. AID 1259423. HEK293T NPYLR7/Galpha15, GCaMP6s calcium fluorescence. hit rate 0.15% among 270,000. activation, % at 10 µM; in the data active = activation above about 40%;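 also: 0% = vehicle and 100% = reference agonist at the receptor; some compounds past the cut are filed as inactive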
* hit, by the source's call; · = not tested or not shown; & = joins results of further samples. Rule as the data show it, unless noted: active = inhibition above about 40%; inactive = the rest.

SMILES	mcGAS lum	hcGAS lum	NPYLR7 ag
CC(C)(C)Nc1c(-c2ccc3c(c2)OCO3)nc2c(OCc3ccccc3)cccn12	-8	-6	2
COCC(C)(C)CNC(=O)c1nc2ccccc2[nH]c1=O	·	-3	10
CN(C)c1nc2ccccc2nc1NS(=O)(=O)c1ccccc1C(F)(F)F	·	6	-2
CC1CCc2nc(NC(=O)CC3(CC(=O)O)CCCC3)sc2C1 (stereo not drawn)	-5	-13	·
CC(C)=CC1C(C(=O)Nc2nc3c(s2)CCC3)C1(C)C (stereo not drawn)	·	2	-4
Brc1ccc(CNc2ccc(CNc3ncn[nH]3)cc2)cc1	·	1	-14
CS(=O)(=O)N1CCC(Oc2cccc(C(=O)NCC[C@@H]3C[C@@H]4C=C[C@H]3C4)c2)CC1	·	-6&-4	4
Cc1csc(C(O)(CC(=O)OCC(=O)N2CCCC2)C(F)(F)F)n1 (stereo not drawn)	·	-6	-4
CCOC(=O)N1CCC(NC(=O)C2=C(C)C(=O)OC23CCC(C)CC3)CC1 (stereo not drawn)	-2	-8	5
COc1ccc(F)cc1CSC(C(=O)NC(N)=O)C(C)C (stereo not drawn)	·	-3	7
O=C(C1CC(c2ccc(Cl)s2)=NO1)N1CCN(Cc2cccc(O)c2)CC1 (stereo not drawn)	·	-13	4
CC1=C[C@@H](C)C[C@@H](C)[C@@H](Cc2cnco2)OC(=O)/C(C)=C/[C@@H](C)C[C@@H](C)[C@@H](Cc2cnco2)OC1=O	-7	-7	-7
Cc1ccc(NC(=O)c2cc(C3CC3)n(C3CCS(=O)(=O)C3)n2)cc1F (stereo not drawn)	-7	-9	2
CCC(C(=O)NCc1cccnc1)n1c(=O)n(-c2ccc(OC)cc2)c(=O)c2ccccc21 (stereo not drawn)	-5	-9	11
CC(Oc1ccccc1)C(=O)Oc1coc(CSc2ncccn2)cc1=O (stereo not drawn)	-7	-4	-14

Part of the list above, as a markdown table.
| compound | mcGAS lum | hcGAS lum | NPYLR7 ag |
| --- | --- | --- | --- |
| CS(=O)(=O)N1CCC(Oc2cccc(C(=O)NCC[C@@H]3C[C@@H]4C=C[C@H]3C4)c2)CC1 | · | -6&-4 | 4 |
| CC(C)(C)Nc1c(-c2ccc3c(c2)OCO3)nc2c(OCc3ccccc3)cccn12 | -8 | -6 | 2 |
| CC(C)=CC1C(C(=O)Nc2nc3c(s2)CCC3)C1(C)C (stereo not drawn) | · | 2 | -4 |

More entries:
SMILES	mcGAS lum	hcGAS lum	NPYLR7 ag
O=C(COc1ccccc1)N1CCSC1c1cccc(Cl)c1Cl (stereo not drawn)	3	0	-6
COc1ccccc1CCC(=O)N1CCCC(C(=O)c2cccc(C(F)(F)F)c2)C1 (stereo not drawn)	·	-10	2
Cc1ccc(C(NC(=O)Nc2ccccc2)c2cccs2)cc1 (stereo not drawn)	-10	-6	4
CCOC(=O)c1csc(CN(CCOC)C(=O)c2cccc([N+](=O)[O-])c2)n1	-4	-3	0
C=CCN(CC(=O)NC(=O)NC(C)C)Cc1ccc(Cl)s1	·	8	3
Cc1cccc(Nc2ncccc2C(=O)NC(c2ccccc2)c2ccccc2)c1C	-5	-1	-6
COc1ccc(C(C2Sc3nc(C)nn3C2=O)N2CCCC(C)C2)cc1 (stereo not drawn)	·	-6	4
COc1ccc(C(=O)N2CCC(c3cn(C)c4ccc(C)cc34)CC2)cc1OC	3	-2	-14
C=c1ccc(C)cc1=C1NN=C(C(F)(F)F)O1	·	-7	-3
CCCCc1ccc(NC(=O)CN2CCSC2=O)cc1	-6	-10	1
CCCC(=O)N1CCC1(C)C(=O)Nc1ncc(C(=O)OC)s1 (stereo not drawn)	-7	-15	7
CC(C)CCN(Cc1cccn1Cc1ccccc1F)CC(O)Cc1ccccc1 (stereo not drawn)	-4	-3	-2
Cc1cccc(NC(=O)CSc2nc(=O)n3cc(C)ccc3n2)c1	-7	-8	5
O=C1CCC2(C(=O)Nc3ccc4c(c3)OC(F)(F)O4)Sc3ccccc3N12 (stereo not drawn)	·	-12	-1
COc1ccc(C(=O)N2CCN(c3nc(C)nc(C)c3Cc3cc(C)ccc3C)CC2)c(OC)c1	-9	-6	2
CCOC(=O)C(=Cc1ccco1)C(C)=O	·	-11	15
Cc1cc(C(=O)N2CCC2(C)C(=O)NS(=O)(=O)c2ccc(Cl)cc2)nn1C (stereo not drawn)	·	-4	1
O=C1COCc2ccc(-c3ccncc3)cc2N1Cc1ccccc1	·	-6	8
CCCSc1ncccc1C(=O)NCC(C)(C)CN(C)C	-4	-5	-13
O=C(CSc1nnc2n1CCN2c1ccccc1)c1ccccc1	-8	-2	2
O=C(NCCOc1ccccc1Cl)c1ccc2nc(-c3ccccc3)c(-c3ccccc3)nc2c1	·	-3	-12
Cc1ccc(OCc2cc(C(=O)N3CCCC(CN4CCOCC4)C3)no2)cn1 (stereo not drawn)	·	-9	6
COc1ncccc1NC(=O)NC1CC1c1ccc(F)cc1 (stereo not drawn)	·	1	4
COc1cc(OC)cc(C(=O)N2CCN(C(c3ccccc3)c3ccc(Br)cc3)CC2)c1 (stereo not drawn)	-6	-3	-1
CN1CCc2cc(C(CNS(=O)(=O)c3cccs3)N3CCCC3)ccc21 (stereo not drawn)	-6	2	3
CCOc1ccccc1N1CCN(C(=O)Cc2ccccc2)C(C)C1=O (stereo not drawn)	-4	-5	13
CCNC(=O)NC1(C(=O)N2CCCCCCC2)CCCC1	·	-8	10
CCOC(=O)c1cc(Br)cc(F)c1NC(=O)COC	·	5	1
COc1ccccc1NC(=O)C1=C(C)NC(=O)NC1c1cccc([N+](=O)[O-])c1 (stereo not drawn)	-4	-2	-1
O=C(CCc1cccnc1)Nc1cccc(C(=O)Nc2cccc(F)c2)c1	·	14	10

Part of the list above in order of number of heavy atoms, largest number first.
SMILES	mcGAS lum	hcGAS lum	NPYLR7 ag
O=C(NCCOc1ccccc1Cl)c1ccc2nc(-c3ccccc3)c(-c3ccccc3)nc2c1	·	-3	-12
COc1cc(OC)cc(C(=O)N2CCN(C(c3ccccc3)c3ccc(Br)cc3)CC2)c1 (stereo not drawn)	-6	-3	-1
O=C(CSc1nnc2n1CCN2c1ccccc1)c1ccccc1	-8	-2	2
COc1ncccc1NC(=O)NC1CC1c1ccc(F)cc1 (stereo not drawn)	·	1	4
CCCSc1ncccc1C(=O)NCC(C)(C)CN(C)C	-4	-5	-13

(continued)
SMILES	mcGAS lum	hcGAS lum	NPYLR7 ag
COc1cccc2sc(N(CCCN(C)C)C(=O)c3cc(C)n(C)n3)nc12	1	7	12
COc1ccccc1C1CC(c2ccccc2Cl)=NN1C(=O)CN1CCc2ccccc2C1 (stereo not drawn)	-3	-2	0
Cc1sc2nc(C(C)N3CCc4sccc4C3)[nH]c(=O)c2c1C (stereo not drawn)	-5	-6	-4
Cc1ccc(C2CC(c3ccc(Cl)cc3)=Nc3ncnn32)cc1 (stereo not drawn)	·	-7	21
Cc1ccc(C(Nc2ccccn2)c2c(C)[nH]c3ccccc23)cc1 (stereo not drawn)	·	-4	-1
Cc1cc(C(=O)Nc2nc(C)cs2)on1	·	3	-1
Cc1nn(Cc2ccc(F)cc2Cl)c(C)c1[N+](=O)[O-]	-4	-6	8
Cc1ccc(Cn2ncc3c(N4CCN(c5ccccc5C)CC4)ncnc32)cc1	·	-8	12
CN(C)C(=O)C1CCCN1C(=O)Nc1ccn(Cc2ccccc2)n1 (stereo not drawn)	-1	-2	-1
Cc1cccn2c(NC(C)(C)CC(C)(C)C)c(-c3cccc(OC(=O)c4ccc5ccccc5c4)c3)nc12	-5	-4	2
CCCn1c(=O)c(C(=O)NC2CC2)nn(-c2cccc(OC)c2)c1=O	-7	-9	11
c1cncc(CSc2ccc(-c3ccc4c(c3)OCO4)nn2)c1	-5	-5	1
NC(=O)c1cc2cc(Br)ccc2oc1=Nc1ccc(F)cc1	·	-5	0
O=C(NCc1cccnc1)NC1CCN(c2ccccc2)C1 (stereo not drawn)	·	-8	1
CC(=O)N1CCC[C@H]1C(=O)N1CCC(Cc2ccccc2Cl)(C(=O)O)CC1	-10	-8	-1
CC(C)NC(=O)c1cc(-c2ccccc2F)nc2cc(-c3ccccc3)nn12	-10&-6	-6&-1	9&20
N[C@@H](C(=O)O)[C@@H](O)[C@H](O)[C@H](O)CO	·	-3	-7
Cc1cc(C(=O)CSc2nn3c(=O)c(C(C)(C)C)nnc3s2)c(C)n1C1CC1	·	-4	1
C#CCOc1ccc(F)cc1NCC(=O)N1CCOCC1	-15	-6	1
CN(Cc1ccccc1-n1cnnc1)C1CCCCC1	2	-6	-3
CNC(=O)N1CCC(C2CCN(C(=O)CN3CCOCC3)C2)CC1 (stereo not drawn)	-1	-3	·
CNc1cncc(-c2cccc(OC)c2F)n1	·	-11	1
Cc1cc(C)n2nc(C(=O)N/N=C\c3ccccc3F)nc2n1	-6	0	-9
O=C(NC(c1ccc(F)cc1)c1ccc2ccccc2n1)C1CCN(Cc2ccc(Cl)c(Cl)c2)CC1 (stereo not drawn)	-3	-5	8
CCOc1ccccc1-n1nnc(C(=O)OCc2cccc(C(F)(F)F)c2)c1C	-11	-5	·
O=C(NCCc1cccs1)c1ccc(-c2n[nH]c3c2CCCc2ccccc2-3)cc1	-4	-7	-2
O=C(CSc1nc(=O)n(CCCO)c2c1CCCC2)Nc1nccs1	1	-2	-13
Cc1ccc(C(=O)Nc2ccc(OC3CCCC3)cc2)cn1	·	0	-3
COc1cccc2c(SCC(=O)NCc3ccc(F)cc3)nccc12	·	-2	-1
CC(Nc1ccc2nnc(C3CC3)n2n1)c1nc(C(C)(C)C)cs1 (stereo not drawn)	·	3	3
Nc1nc(Sc2ccc(F)cc2)cc(N2CC(c3cccnc3)C2)n1	-13	-9	·
Cc1ccc(-n2nnc3c(N4CCN(C(=O)C5CCCCC5)CC4)ncnc32)cc1	-6	-5	-2
CC(C)CN(Cc1nccn1Cc1c(F)cccc1Cl)C(=O)c1ccc(F)cc1	-5	-4	13
Nc1cc(-c2ccc(Cl)c(Cl)c2)nn1-c1ccc(C(=O)NCc2cccnc2)cc1	0	-3	5
Nc1nccnc1C(=O)N1CCN(C(=O)C(c2ccccc2)c2ccccc2)CC1	·	-6	-3
COc1nc(-c2ccccc2C)n(-c2ccc(NC(=O)c3ccccc3F)cc2)n1	-8	-4	22
Cc1ncc([N+](=O)[O-])n1CCN1C(=O)CC(c2ccccc2)C1=O (stereo not drawn)	-4	-4	-7
O=C(Cc1ccc(NS(=O)(=O)c2cccnc2)cc1)N1CCCC1	·	-8	-1
CCOc1ccc(CN2CCNC(=O)C2CC(=O)N(C)Cc2nccs2)cc1 (stereo not drawn)	·	-6	3
Cn1c(=O)c2c(nc3n2CC(c2ccc(F)cc2)=NN3Cc2cccc(Cl)c2)n(C)c1=O	-1	-1	4
Cc1[nH]c2c(C(=O)N3CC(=O)N(Cc4cnn(C)c4)CC(OCc4cccnc4)C3)cccc2c1C (stereo not drawn)	-7	-23	21
CC(C)NCC(N)=O	·	-6	9
Cc1cc(C)c2[nH]c(=O)c(-c3nccn3CCc3cn[nH]c3)cc2c1	-15	-14	5
COc1ccccc1-c1nc(CN2CCNC(=O)C2)cs1	-5	-8	-3
Cc1[nH]c(=O)n(C)c(=O)c1CCC(=O)Nc1ccc(C(C)C)cc1	-7	-2	-8
CC(C)(C)C(=O)Cn1nc(Br)nc1Br	·	2	6
Cc1ccccc1Cn1c(C)c(C(=O)NCc2ccc([N+](=O)[O-])cc2)sc1=O	·	-2	44
Cc1cccc(C)c1Cn1c(C)c(C(=O)NCCC#N)sc1=O	·	-10	9
CCn1nnnc1NCc1cccn1C	·	-10	10
c1ccc(-c2noc(CN3CCc4[nH]cnc4C3c3ccccn3)n2)cc1 (stereo not drawn)	·	-5	5
Cc1ccc(-c2c(-c3nn(C)c4ncnc(N5CC[C@H](N6CCCCC6)C5)c34)cnn2C)cc1	-1	1	-6
N#CCCN(CC(O)c1cccc(Cl)c1)C1CC1 (stereo not drawn)	·	-3	0
N#Cc1ccc(C=C2N=C(c3cccs3)OC2=O)cc1	-2	-4	-1
Cc1ccc(NC(=O)CSc2nnc(CCC(=O)O)c(=O)[nH]2)cc1	·	-6	1
Cc1ccccc1NC(=O)N1C[C@@H](O)[C@H](NCCN2CCOCC2)C1	·	-3	5
COc1ccc(-n2nc(C(=O)Nc3cccc(F)c3)c(=O)n(Cc3ccccc3C)c2=O)cc1	-6	-5	17
O=C(Nc1cc(-c2ccco2)nn1-c1ccc(C(F)(F)F)cc1)c1ccccc1	-6	-2	19
OCCN1CCN(CC/C=C2/c3ccccc3Sc3ccc(Cl)cc32)CC1	·	-10	9

Complete entries, looked up by structure. Screens in order: mcGAS lum	hcGAS lum	NPYLR7 ag
`Cc1ccccc1NC(=O)N1C[C@@H](O)[C@H](NCCN2CCOCC2)C1` as listed: ·	-3	5
`COc1ccc(-n2nc(C(=O)Nc3cccc(F)c3)c(=O)n(Cc3ccccc3C)c2=O)cc1` as listed: -6	-5	17
`N#CCCN(CC(O)c1cccc(Cl)c1)C1CC1` (stereo not drawn) as listed: ·	-3	0
`c1ccc(-c2noc(CN3CCc4[nH]cnc4C3c3ccccn3)n2)cc1` (stereo not drawn) as listed: ·	-5	5
`OCCN1CCN(CC/C=C2/c3ccccc3Sc3ccc(Cl)cc32)CC1` as listed: ·	-10	9

Compounds were not picked by outcome; about 0.29% have a hit in one of these screens.
